Pf Dd2 growth – P. falciparum Dd2 growth inhibitors, primary screen, SYBR Green fluorescence, single dose replicates; 72 h; active compounds read low; activity change, % at 10 µM; 94,000 tested, 2.3% active; AID 1159554, 2015; in the data active = activity change below about -80%
C diff growth – C. difficile growth inhibitors, primary screen, HTS; Clostridium difficile clinical isolate growth, OD600, 24 h; active compounds read low; growth activity, negative = inhibition, % at 16 µg/mL (by protocol); 86,000 tested, 0.25% active; AID 1259249, 2017;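 active = mean growth activity at or below -80% and every replicate also at or below -80%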;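 note: 0% = DMSO wells and -100% = levofloxacin 16 µg/mL wells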
T cruzi growth – T. cruzi intracellular proliferation inhibitors, primary screen, cell-based, beta-gal Tulahuen parasites, NIH3T3 host, luminescence; T. cruzi beta-gal in NIH3T3, GalScreen luminescence, 90 h; inhibition, % at 8.34 µM; 77,000 tested, 5.9% active;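 active = mean inhibition above about 93%, with at least 55% of replicates each passing it, limit read from the data, passing the limit was not always enough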
GASC1 inh – inhibitors of GASC-1 (KDM4C) histone demethylase, primary screen, biochemical, single concentration HTS. 96,000 tested, 0.15% active. GST-KDM4C 2-372, H3K9me3 peptide, LANCE TR-FRET. AID 720574, 2013. inhibition, % at 12.5 µM;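 active = mean replicate inhibition above about 25%, with at least 55% of replicates also reaching it, limit read from the data, passing the limit was not always enough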
Target sequence (Q9H3R0 2-372 limits assumed): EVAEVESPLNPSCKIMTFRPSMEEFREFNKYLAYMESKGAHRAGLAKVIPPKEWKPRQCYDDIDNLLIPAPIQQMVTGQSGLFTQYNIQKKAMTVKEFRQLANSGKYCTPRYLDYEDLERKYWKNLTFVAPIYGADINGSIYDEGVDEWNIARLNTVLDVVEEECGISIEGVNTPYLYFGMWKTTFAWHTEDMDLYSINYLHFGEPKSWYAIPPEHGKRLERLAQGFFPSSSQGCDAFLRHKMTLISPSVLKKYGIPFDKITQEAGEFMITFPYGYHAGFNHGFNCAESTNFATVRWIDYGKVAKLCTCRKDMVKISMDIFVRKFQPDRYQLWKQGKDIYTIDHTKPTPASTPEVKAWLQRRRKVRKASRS
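Assay system: GST-GASC-1 enzyme fragment 2-372 | Amount: 10 nM enzyme | Medium: HEPES buffer, pH 7.5, plus ascorbate | Reagent: H3K9me3 peptide substrate, Fe(II), 2-oxoglutarate | Doses: Single-point compound screen | Incubation: 30 min demethylation and 1 h detection at room temperature | Measured by: LANCE TR-FRET, excitation 340 nm, emissions 618 and 671 nm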
Numbers without * were called inactive; · = not tested or not shown; & = joins results of further samples.

SMILES	Pf Dd2 growth	C diff growth	T cruzi growth	GASC1 inh
O=C(CN1CCOCC1)N1CCCCN2[C@@H](CO)[C@H](c3ccc(/C=C/c4ccccc4)cc3)[C@@H]2C1	-3	-10	102*	-1.1
C[C@@H]1CN([C@H](C)CO)C(=O)c2cccc(NS(=O)(=O)c3ccc(F)cc3)c2O[C@@H]1CN(C)Cc1ccc(Oc2ccccc2)cc1	-57	·	39	0.6
O=C(Nc1cccc(Cl)c1)N[C@H]1CC[C@H](CCNC(=O)C2CC2)O[C@H]1CO	11	0	·	5.8
COc1ccc2c3c([nH]c2c1)[C@@H](CO)NCC31CCN(C(=O)c2ccccc2)CC1	-46	16	·	-0.8
C[C@H](CO)N1C[C@H](C)[C@@H](CN(C)S(C)(=O)=O)Oc2ccc(NC(=O)C3CCCCC3)cc2C1=O	18	2	4	9.0
C[C@H](CO)N1C[C@H](C)[C@H](CN(C)S(=O)(=O)c2cccc(C#N)c2)OCc2cn(nn2)CCCC1=O	63	1	·	1.3
O=C(C[C@H]1CC[C@H](NC(=O)CC2CC2)[C@@H](CO)O1)NCc1ccc(-c2ccccc2)cc1	-3	-10	-13	0.9
Cc1noc(C)c1NC(=O)N(C)C[C@H]1Oc2ncc(C#CC(C)C)cc2C(=O)N([C@@H](C)CO)C[C@@H]1C	-13	2	6	-0.9
CCC(=O)N[C@H]1CC[C@@H](CCn2cc(C3CC3)nn2)O[C@H]1CO	-4	2	·	0.4
O=C(NC1Cc2ccccc2C1)[C@@H]1[C@@H](CO)[C@@H]2Cn3c(ccc(-c4ccccc4)c3=O)[C@H]1N2	0	-2	82	-0.8
Cc1ccc(S(=O)(=O)Nc2ccc3c(c2)C(=O)N([C@@H](C)CO)C[C@@H](C)[C@H](CN(C)C(=O)c2ccccc2)OCCCC[C@H](C)O3)cc1	-1	-1	10	0.3
C[C@@H]1CN([C@@H](C)CO)C(=O)c2cc(NC(=O)c3ccncc3)ccc2O[C@H]1CN(C)C(=O)Nc1ccc(F)cc1	-13	4	34	-1.7
COc1cccc(S(=O)(=O)Nc2ccc3c(c2)C(=O)N(C)[C@H]2CC[C@@H](CC(=O)O)O[C@@H]2CO3)c1	-10	-2	15	0.3
Cc1noc(C)c1S(=O)(=O)Nc1ccc2c(c1)C(=O)N([C@H](C)CO)C[C@@H](C)[C@H](CN(C)Cc1ccncc1)O2	20	-1	-2	0.1
O=C(c1ccccc1F)N1CC(=O)N2[C@H](CO)[C@H](c3ccc(-c4ccc(F)cc4)cc3)[C@H]2C1	-73	-10	·	-1.8
C[C@H](CO)N1C[C@H](C)[C@@H](CN(C)C(=O)CN(C)C)Oc2ncc(-c3ccccc3F)cc2C1=O	-4	5	-15	1.2
O=C(c1ccccc1F)N1C[C@H]2[C@@H](c3ccccc31)[C@@H](CO)N2Cc1ccc2c(c1)OCO2	-13	13	44	0.5
CC(C)NC(=O)N(C)C[C@H]1Oc2c(NC(=O)Nc3ccc(C(F)(F)F)cc3)cccc2C(=O)N([C@H](C)CO)C[C@@H]1C	13	4	19	-0.6
C[C@@H]1CN([C@@H](C)CO)C(=O)c2cccc(NC(=O)c3cnccn3)c2O[C@@H]1CN(C)S(=O)(=O)c1ccc(Cl)cc1	-28	-1	-71	-0.9
CCC(=O)N(C)C[C@H]1Oc2cc(-c3ccc(C)cc3)ccc2S(=O)(=O)N([C@H](C)CO)C[C@H]1C	28	-10	76	-0.3
CCC(=O)N(C)C[C@@H]1Oc2cc(C#Cc3ccncc3)ccc2S(=O)(=O)N([C@@H](C)CO)C[C@H]1C	6	8	17	-2.2
COc1ccc(S(=O)(=O)Nc2ccc3c(c2)CC(=O)N([C@H](C)CO)C[C@@H](C)[C@@H](CN(C)C(=O)NC(C)C)O3)cc1	22	1	9	-0.7
CNC[C@H]1OCCCC[C@@H](C)Oc2ccc(N(C)C)cc2C(=O)N([C@H](C)CO)C[C@@H]1C	·	-1	17	-0.4
Cc1ccc(S(=O)(=O)N(C)C[C@@H]2Oc3ccc(NC(=O)Nc4c(C)noc4C)cc3CC(=O)N([C@@H](C)CO)C[C@@H]2C)cc1	8	-1	11	1.2
CC=Cc1ccc2n(c1=O)C[C@H]1[C@H](CO)[C@@H](C(=O)NCCC)N(CC3CC3)[C@@H]21 (mixture of isomers)	-11	3	51	3.6
C[C@H]1CN([C@@H](C)CO)C(=O)c2cc(NC(=O)C3CC3)ccc2O[C@H]1CN(C)Cc1ccc(Cl)c(Cl)c1	30	0	22	4.5
C[C@H]1CN([C@@H](C)CO)C(=O)CCCn2nncc2CO[C@@H]1CN(C)S(=O)(=O)c1ccc(Oc2ccccc2)nc1	2	·	9	-0.2
CCCNC(=O)C[C@H]1CC[C@H]2[C@@H](COC[C@@H](O)CN2CC2CCCCC2)O1	-19	11&7	·	1.4
COCC(=O)N1[C@H](CO)[C@H](c2ccccc2-c2ccc(C)cc2)[C@@H]1C#N	-6	6	·	0.9
O=C(C[C@H]1CC[C@H]2[C@@H](COC[C@@H](O)CN2C(=O)Nc2ccc(Cl)c(Cl)c2)O1)NCc1ccc(F)cc1	-8	-53	-49	1.1

4 compounds from above, sorted by the number in GASC1 inh, largest number first.
molecule	GASC1 inh
C[C@H]1CN([C@@H](C)CO)C(=O)c2cc(NC(=O)C3CC3)ccc2O[C@H]1CN(C)Cc1ccc(Cl)c(Cl)c1	4.5
Cc1ccc(S(=O)(=O)N(C)C[C@@H]2Oc3ccc(NC(=O)Nc4c(C)noc4C)cc3CC(=O)N([C@@H](C)CO)C[C@@H]2C)cc1	1.2
O=C(C[C@H]1CC[C@H]2[C@@H](COC[C@@H](O)CN2C(=O)Nc2ccc(Cl)c(Cl)c2)O1)NCc1ccc(F)cc1	1.1
C[C@@H]1CN([C@@H](C)CO)C(=O)c2cccc(NC(=O)c3cnccn3)c2O[C@@H]1CN(C)S(=O)(=O)c1ccc(Cl)cc1	-0.9

Later entries.
SMILES	Pf Dd2 growth	C diff growth	T cruzi growth	GASC1 inh
C[C@H]1CN([C@@H](C)CO)C(=O)Cc2cc(NC(=O)Cn3cnnn3)ccc2O[C@@H]1CN(C)Cc1ccc(Oc2ccccc2)cc1	-27	-19	9	-0.8
C[C@H]1CN([C@@H](C)CO)C(=O)Cc2cc(NS(C)(=O)=O)ccc2O[C@@H]1CN(C)S(=O)(=O)c1cn(C)cn1	33	0	2	-0.4
CC(=O)N(C)C[C@H]1Oc2ncc(-c3cncnc3)cc2C(=O)N([C@@H](C)CO)C[C@@H]1C	33	-4	-25	-0.6
C[C@@H]1CN([C@H](C)CO)C(=O)c2cccc(NC(=O)C3CCCCC3)c2O[C@H]1CN(C)CC1CC1	-13	-7	15	-0.4
COc1ccc(-c2ccc([C@H]3[C@H]4CN(C(=O)c5ccc(F)cc5)CCCCN4[C@H]3CO)cc2)cc1	-7	11	76	-2.0
C[C@@H]1CN([C@@H](C)CO)C(=O)Cc2cc(N(C)C)ccc2O[C@H]1CN(C)C(=O)Nc1cccc2ccccc12	-12	-1	-11	0.7
O=C(C[C@H]1C[C@@H]2c3cc(NC(=O)c4ccc5c(c4)OCO5)ccc3O[C@@H]2[C@@H](CO)O1)NCC(F)(F)F	-8	1	-34	1.6
COCC(=O)Nc1ccc2c(c1)OC[C@H](C)N(Cc1cccnc1)C[C@H](C)[C@H](OC)CN(C)C2=O	-9	5	7	0.1
C[C@H]1CN([C@@H](C)CO)C(=O)c2cc(NS(=O)(=O)c3cn(C)cn3)ccc2O[C@H]1CN(C)C(=O)Nc1ccc2c(c1)OCO2	28	·	0	1.0
CC(C)C(=O)Nc1ccc2c(c1)C(=O)N(C)[C@H]1CC[C@H](CC(=O)NCc3ccccc3)O[C@H]1CO2	6	1	5	-1.5
CCCNC(=O)N(C)C[C@@H]1Oc2cc(C3=CCCCC3)ccc2S(=O)(=O)N([C@H](C)CO)C[C@H]1C	-37	-1	61	-0.2
CNC[C@@H]1Oc2c(NS(=O)(=O)c3ccccc3)cccc2C(=O)N([C@@H](C)CO)C[C@H]1C	11	3	·	0.6
C[C@@H]1CN([C@H](C)CO)C(=O)c2cc(C#CCN(C)C)cnc2O[C@H]1CN(C)C(=O)NC1CCCC1	3	4	-11	2.6
COc1cccc(S(=O)(=O)N[C@@H]2CC[C@@H](CC(=O)NCc3ccc(Cl)cc3)O[C@H]2CO)c1	-3	-2	79	-1.3
C[C@@H]1CCCCO[C@@H](CN(C)C(=O)c2ccccc2)[C@H](C)CN([C@@H](C)CO)C(=O)c2cc(NS(C)(=O)=O)ccc2O1	4	0	40	0.6

A few values from the entries so far.
COCC(=O)Nc1ccc2c(c1)OC[C@H](C)N(Cc1cccnc1)C[C@H](C)[C@H](OC)CN(C)C2=O – GASC1 inh: 0.1
O=C(C[C@H]1C[C@@H]2c3cc(NC(=O)c4ccc5c(c4)OCO5)ccc3O[C@@H]2[C@@H](CO)O1)NCC(F)(F)F – Pf Dd2 growth: -8
C[C@H]1CN([C@@H](C)CO)C(=O)Cc2cc(NC(=O)Cn3cnnn3)ccc2O[C@@H]1CN(C)Cc1ccc(Oc2ccccc2)cc1 – T cruzi growth: 9

Other records follow:
SMILES	Pf Dd2 growth	C diff growth	T cruzi growth	GASC1 inh
O=C(O)C[C@@H]1C[C@@H]2c3cc(NC(=O)Nc4ccccc4F)ccc3O[C@@H]2[C@H](CO)O1	15	0	·	-0.9
C[C@@H]1CN([C@H](C)CO)C(=O)Cc2cc(NC(=O)CCCN(C)C)ccc2O[C@H]1CN(C)S(=O)(=O)c1ccccc1	11	1	8	0.1
COc1ccc(NC(=O)N(C)C[C@@H]2OCCCC[C@@H](C)Oc3ccc(NS(=O)(=O)c4cn(C)cn4)cc3C(=O)N([C@H](C)CO)C[C@H]2C)cc1	9	-1	-37	-5.2
C[C@@H]1CCCCO[C@H](CN(C)S(=O)(=O)c2cn(C)cn2)[C@H](C)CN([C@@H](C)CO)C(=O)c2cc(NC(=O)CCC(F)(F)F)ccc2O1	14	5	54	-1.1
C[C@H](CO)N1C[C@H](C)[C@@H](CN(C)C(=O)CC2CC2)Oc2cc(Br)ccc2S1(=O)=O	-23&-14	-2&-1	-24&-1	0.6
N#C[C@@H]1[C@@H](c2ccccc2C2=CCCCC2)[C@@H](CO)N1C(=O)Cc1ccncc1	-22	2	·	-2.3
C[C@@H]1CCCCO[C@@H](CN(C)Cc2ccc(C(=O)O)cc2)[C@@H](C)CN([C@@H](C)CO)C(=O)c2cc(NS(=O)(=O)c3cccs3)ccc2O1	10	-2	-163	-1.2
CN(C)CC(=O)N1CC2(C1)[C@H](c1ccccc1)[C@H](CO)N2Cc1ccccc1F	-6	-2	·	-1.2
CO[C@@H]1CN(C)C(=O)c2cc(NC(=O)NC3CCCCC3)ccc2OC[C@H](C)N(CCc2ccccc2)C[C@@H]1C	-22	·	0	-0.3
C[C@@H]1CN([C@@H](C)CO)C(=O)Cc2cc(NC(=O)C3CC3)ccc2O[C@@H]1CN(C)C	6	0	11	0.1
C[C@H](CO)N1C[C@H](C)[C@@H](CN(C)C(=O)Nc2ccc(C(F)(F)F)cc2)Oc2cc(-c3ccncc3)ccc2S1(=O)=O	-47	6	103*	-0.1
C[C@@H]1CN([C@@H](C)CO)C(=O)c2cccc(NC(=O)C3CC3)c2O[C@H]1CN(C)Cc1ccc(-c2ccccc2)cc1	-89*	12	59	-1.1
C[C@@H]1CN([C@@H](C)CO)C(=O)c2cccc(NS(=O)(=O)c3cn(C)cn3)c2O[C@@H]1CN(C)C(=O)NC1CCCCC1	-6	-4	-85	0.4
COc1ccc(S(=O)(=O)Nc2ccc3c(c2)CC(=O)N([C@@H](C)CO)C[C@@H](C)[C@H](CN(C)C(=O)Nc2ccc(F)cc2)O3)cc1	-12	-9	1	9.4
CC(C)NC(=O)Nc1ccc2c(c1)C(=O)N([C@H](C)CO)C[C@H](C)[C@@H](CN(C)C(=O)NC1CCCCC1)OCCCC[C@H](C)O2	17	4	16	-0.1
C[C@H](CO)N1C[C@H](C)[C@@H](CN(C)Cc2cccnc2)Oc2cc(Br)ccc2S1(=O)=O	4&-23	0&3	111*	14
CNC[C@H]1Oc2cc(-c3ccc(OC)cc3)ccc2S(=O)(=O)N([C@H](C)CO)C[C@@H]1C	-20	-6	12	-3.1

High-throughput results deposited in PubChem BioAssay by Broad Institute.
